Compound activity deposited in PubChem BioAssay by National Center for Advancing Translational Sciences (NCATS).
EPAC2 antagonist: EPAC2 (human) antagonism | Q8WZA2 | EPAC2 GEF exchange of Rap1B-BODIPY-GDP, fluorescence | Potency, µM (series often up to 114 µM), for the others: at the highest dose activity, negative = inhibition, hits mostly inhibitors | 0.18% of 360,000 active; note: % is set by controls: 0 for no effect and ±100 for the full control effect; nearly all actives have a fitted effect of over 45% in size; many of its hits are not listed in these tables
Target sequence (Q8WZA2 whole entry, looked up): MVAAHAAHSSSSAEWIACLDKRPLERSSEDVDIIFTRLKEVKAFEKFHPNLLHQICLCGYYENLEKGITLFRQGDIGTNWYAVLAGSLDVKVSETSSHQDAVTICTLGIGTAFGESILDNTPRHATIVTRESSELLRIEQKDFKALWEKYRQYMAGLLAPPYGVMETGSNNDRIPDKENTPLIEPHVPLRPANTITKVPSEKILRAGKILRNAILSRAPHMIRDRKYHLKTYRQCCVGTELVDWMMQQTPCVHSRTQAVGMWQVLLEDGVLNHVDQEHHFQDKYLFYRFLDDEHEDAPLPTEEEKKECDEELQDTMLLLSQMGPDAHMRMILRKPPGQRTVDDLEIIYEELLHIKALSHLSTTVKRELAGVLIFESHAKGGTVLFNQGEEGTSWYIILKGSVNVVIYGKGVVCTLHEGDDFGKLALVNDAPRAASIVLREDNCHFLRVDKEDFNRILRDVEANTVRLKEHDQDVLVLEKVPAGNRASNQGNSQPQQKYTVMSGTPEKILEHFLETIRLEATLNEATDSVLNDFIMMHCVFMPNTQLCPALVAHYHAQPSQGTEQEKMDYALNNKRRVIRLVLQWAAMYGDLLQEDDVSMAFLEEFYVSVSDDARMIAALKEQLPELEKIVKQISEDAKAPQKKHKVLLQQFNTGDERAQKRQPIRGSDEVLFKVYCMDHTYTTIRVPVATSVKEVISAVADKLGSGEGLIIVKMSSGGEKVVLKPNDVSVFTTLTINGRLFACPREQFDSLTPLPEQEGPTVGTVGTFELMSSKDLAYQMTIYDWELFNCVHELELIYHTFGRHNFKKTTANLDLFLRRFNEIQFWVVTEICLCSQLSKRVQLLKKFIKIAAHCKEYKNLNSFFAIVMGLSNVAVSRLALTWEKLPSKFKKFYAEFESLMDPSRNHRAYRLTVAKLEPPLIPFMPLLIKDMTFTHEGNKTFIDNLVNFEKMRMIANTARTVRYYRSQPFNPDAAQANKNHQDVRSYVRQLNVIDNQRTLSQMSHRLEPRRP
EPAC2 ag: agonists of human EPAC2 (RAPGEF4); EPAC2 activation, biochemical qHTS; response scale: 100% = 6.5 mM cAMP response; Potency, µM (doses to about 154 µM), for inactives: at the top dose activation, actives largely listed as activators; Q8WZA2; 0.079% of 360,000 active; note: nearly all actives have a fitted effect of over 50% in size
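Compounds were added across a concentration range to EPAC2 (100 nM), RAP1B-BODIPY-GDP (250 nM) and GDP (50 uM). After 5 min at room temperature, fluorescence was recorded at 5-min intervals for 30 min.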
aSyn rescue: inhibitors of alpha-synuclein toxicity in yeast | Potency, µM (highest dose often 46.1 µM), for inactives: top-dose growth rescue (activation), hits mostly activators | Yeast expressing alpha-synuclein, growth rescue, BacTiter-Glo, 24 h | AID 652106 | 0.14% of 370,000 active; note: % of control where 0% means no effect; nearly all actives have a fitted effect of over 65% in size
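Galactose-induced alpha-syn yeast (OD600=0.02, raffinose-pregrown) + pinned cpd, 24 hr, 30 deg C; growth by BacTiter-Glo luminescence. Growth restoration scores as activation.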
PTHR1 agonist: activates the human parathyroid hormone receptor PTHR1; HEK293 GP2 PTHR1 cells, GloSensor cAMP luminescence, 1 h; Potency, µM (doses to about 115 µM), inactives show at the highest dose activation, usual class: activators; 0.075% of 410,000 active; AID 743266; note: nearly all actives have a fitted effect of over 55% in size; some results filed as inactive show a strong effect at the top dose; inactives centre near -15; many of its hits are not listed in these tables
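HEK-293-derived GP2 cells expressing PTHR1 and a GloSensor cAMP reporter, 3,000/well, plated overnight, given luciferin plus IBMX (each 0.5 mM as added) for 1 h at 37 °C, then compound for 1 h at 37 °C. Luminescence was read after 15 min at room temperature.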
EPAC1 ag: activates human EPAC1 exchange factor; Potency, µM (doses to about 154 µM), inactives show at the highest dose activation, hits mostly activators; EPAC1 agonist qHTS, biochemical assay; response scale: 100% = response to 6.5 mM cAMP; AID 720707; 0.073% of 360,000 active; note: nearly all actives have a fitted effect of over 60% in size
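Normalized to 6.5 mM cAMP, activity reflects EPAC1-catalysed release of BODIPY-GDP from Rap1B, followed kinetically over 30 min at 480 nm excitation, 540 nm emission. Reaction contained 100 nM EPAC1, 250 nM Rap1B-BODIPY-GDP, 50 uM GDP.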
FUS suppressor: suppressors of FUS proteinopathy in yeast; S. cerevisiae FUS-expressing, growth rescue, OD600, 24 h; Potency, µM (top dose mostly 76.6 µM), for the others: at the highest dose growth rescue (activation), usual class: activators; 0.24% of 390,000 active; AID 1347120;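 note: plate controls were DMSO vehicle for no effect and reference control for full effect; nearly all actives have a fitted effect of over 55% in size; some results filed as inactive show a strong effect at the top dose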
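Restored growth of FUS-toxic S. cerevisiae, read as 600 nm absorbance after 24 h at 30C in galactose medium (starting OD 0.005). Controls CP55940 and DMSO.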
EPAC1 antag: antagonists of human EPAC1; Potency, µM (doses to about 115 µM), without a hit: at the highest dose activity change, negative = inhibition, most hits filed as inhibitors; EPAC1 GEF assay, Rap1b-BODIPY-GDP exchange fluorescence; AID 720709; 0.14% of 360,000 active; O95398;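 note: plate controls were vehicle for no effect and positive control for full effect; nearly all actives have a fitted effect of over 50% in size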
TDP-43 yeast inh: rescues yeast growth from TDP-43 toxicity | TDP-43 expressing yeast growth rescue, BacTiter-Glo, 24 h | Potency, µM (doses to about 46.1 µM), without a hit: at the top dose growth rescue (activation), most hits filed as activators | AID 652104 | 1.8% of 410,000 active; note: % of control where 0% means no effect; nearly all actives have a fitted effect of over 50% in size
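Galactose-induced TDP-43 yeast, OD600=0.02, compound pinned; 24 hr, 30 deg C; BacTiter-Glo luminescence for growth. Inhibitors of TDP-43 toxicity read as activators.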
Active calls of the source: *; i = inactive; ? = inconclusive; . = not tested or not shown; & = joins results of further samples; [ ] = remark or other dose. Calls come from the whole dose curve; as a rule, active = well fitted curve in the direction sought with a large enough effect; inconclusive = small, poorly fitted or top-dose-only effect, or another doubt; inactive = no such curve, though single readings can be large; an effect the other way counts as inactive or inconclusive. Potency is the fitted concentration of half-maximal effect. Only part of the results is shown, so the mix of outcomes need not match the whole.

(1) Cc1ccc(CC(=O)Nc2ccc(F)c([N+](=O)[O-])c2)cc1C
(2) Cc1cccc(NC(=O)c2ccc(S(=O)(=O)N(C)C)cc2)n1
(3) O=C1NC[C@H](Cc2ccccc2)N(C[C@H]2CCCN2C[C@H](Cc2ccc(O)cc2)N2C[C@H](Cc3ccc(O)cc3)N(CC3CCCCCC3)C(=O)C2=O)C1=O
(4) Cc1ccc(SCC(=O)Nc2ccc3c(c2)C(=O)N(C)C3=O)cc1
(5) Cc1occc1-c1nnc(SCC(=O)Nc2ccccc2)n1Cc1ccccc1
(6) CS/C(=N\S(=O)(=O)c1cccs1)Nc1ccc(Cl)cc1
(7) CC(C)C1N(c2ccccc2)C(N)=C(C#N)C1(C#N)C#N (stereo not drawn)
(8) COc1cccc(N(CC(=O)Nc2cccc(F)c2)S(C)(=O)=O)c1
(9) O=C(CSc1nc(-c2ccccc2)c(-c2ccccc2)o1)N1CCOCC1
(10) CCc1ccc(NC(=O)CN(c2ccc(OC)cc2)S(=O)(=O)c2c(C)[nH]c(=O)[nH]c2=O)cc1

Assay by compound | 1 | 2 | 3 | 4 | 5 | 6 | 7 | 8 | 9 | 10
EPAC2 antagonist | -12% | 0% | -10% | 12% | -4% | 28% | 6% | 9% | -20% | -5%
EPAC2 ag | 8% | 15% | -7% | 8% | 9% | 20% | -12% | -3% | 10% | 12%
aSyn rescue | 7% | -2% | -3% | 2% | 1% | 2% | 3% | -4% | 4% | 0%
PTHR1 agonist | -11% | -20% | 16% | i | -10%[57.5 µM] | i | i | i | -5%[57.5 µM] | -14%&-12%
EPAC1 ag | 0% | 13% | -2% | 8% | 4% | 18% | 6% | -1% | 12% | 6%
FUS suppressor | -9% | -15% | 18% | -2% | 24% | 22% | 1% | -10% | 40% | 17%&29%
EPAC1 antag | -27% | -10% | -18% | -30% | 8% | 0% | 6% | 10% | -26% | -6%
TDP-43 yeast inh | 15% | 22% | 20% | ? | -2% | -33% | 6% | 3% | -17% | 0%&21%

Complete entries as entered above:
Results for CC(C)C1N(c2ccccc2)C(N)=C(C#N)C1(C#N)C#N (stereo not drawn) : EPAC2 antagonist = 6%; EPAC2 ag = -12%; aSyn rescue = 3%; PTHR1 agonist = i; EPAC1 ag = 6%; FUS suppressor = 1%; EPAC1 antag = 6%; TDP-43 yeast inh = 6%
Results for Cc1cccc(NC(=O)c2ccc(S(=O)(=O)N(C)C)cc2)n1 : EPAC2 antagonist = 0%; EPAC2 ag = 15%; aSyn rescue = -2%; PTHR1 agonist = -20%; EPAC1 ag = 13%; FUS suppressor = -15%; EPAC1 antag = -10%; TDP-43 yeast inh = 22%

Gathered by group: those above with an aryl methoxy group
(8) COc1cccc(N(CC(=O)Nc2cccc(F)c2)S(C)(=O)=O)c1
(10) CCc1ccc(NC(=O)CN(c2ccc(OC)cc2)S(=O)(=O)c2c(C)[nH]c(=O)[nH]c2=O)cc1

Assay by compound | 8 | 10
EPAC2 antagonist | 9% | -5%
EPAC2 ag | -3% | 12%
aSyn rescue | -4% | 0%
PTHR1 agonist | i | -14%&-12%
EPAC1 ag | -1% | 6%
FUS suppressor | -10% | 17%&29%
EPAC1 antag | 10% | -6%
TDP-43 yeast inh | 3% | 0%&21%

(listing goes on)
(11) CCn1c(SCC(=O)Nc2ccc3c(c2)OCCO3)nnc1-c1cccnc1
(12) Cc1ccc(-c2ccc(OC(=O)c3ccc(=O)[nH]c3)c(C)c2)cc1
(13) Cc1ccc(SCCN2CCN(CC(C)C)CCC2=O)cc1
(14) CC(C)n1nnc2c(=O)oc3ccccc3c21
(15) CCCCN(C)CCNC(=O)c1ccc2c(c1)NC(=O)C(N1CCCCC1)S2 (stereo not drawn)
(16) CCC[C@@H]1C[C@@H](C(=O)N[C@@H](C2O[C@H](SC)[C@H](O)[C@@H](O)[C@H]2O)[C@H](C)Cl)N(C)C1 (stereo partly drawn)
(17) COc1ccc(N(CC(=O)NCc2cccnc2)S(=O)(=O)c2ccccc2[N+](=O)[O-])c(OC)c1
(18) CC1(C2CC2)NC(=O)N(CC(=O)Nc2ccc(C(F)(F)F)cc2)C1=O (stereo not drawn)
(19) COc1ccc(C(C)(C)C)cc1NC(=O)CN1C(=O)C(=O)N(Cc2ccco2)C1=O
(20) COC(=O)C1=C(NC(=O)c2ccc(Br)cc2)CCS1

Assay by compound | 11 | 12 | 13 | 14 | 15 | 16 | 17 | 18 | 19 | 20
EPAC2 antagonist | -2% | -10% | -2% | -1% | 1% | 2% | 0% | 1% | -6% | 2%
EPAC2 ag | 7% | -7% | 11% | 2% | 1% | 5% | 24% | -3% | 7% | 5%
aSyn rescue | 4% | 1% | 0% | 12% | -9% | -6% | 1% | 4% | 2% | -8%
PTHR1 agonist | -21% | i | i | -37%[inhibitor] | -44%[inhibitor][57.5 µM] | i | -24% | -34%[inhibitor] | i | i
EPAC1 ag | 10% | -8% | 7% | -10% | -2% | -12% | 15% | -7% | -12% | 9%
FUS suppressor | 4% | -25% | -18% | . | -3% | -35% | 23% | -17% | ? | -33%
EPAC1 antag | 3% | -5% | 11% | 2% | 8% | -2% | 5% | -10% | -15% | 1%
TDP-43 yeast inh | -1% | 26% | 18% | 24% | 12% | 21% | 2% | 13% | 12% | 14%

(21) COc1cc(CCC(=O)OCC(=O)N(CCC#N)c2ccccc2)cc(OC)c1OC
(22) CCOC(=O)N1CCN(C(c2ccccc2)c2sc3nc(C)nn3c2O)CC1 (stereo not drawn)
(23) Cn1cnnc1SCC(=O)Nc1ccc(Oc2ccccc2)cc1
(24) CCn1c(SCC(=O)Nc2ccc3c(c2)OCO3)nc2c(c1=O)SC(C)C2 (stereo not drawn)
(25) Cc1ccc(S(=O)(=O)N2CCN(C(=O)CN3CCCCC3)C2)cc1
(26) Cn1cc(C(=O)NC2C3CC4CC(C3)CC2C4)cn1 (stereo not drawn)
(27) Cc1ccc(CN2CC(C(=O)N3CCN(S(=O)(=O)c4cc(C)ccc4C)CC3)CC2=O)cc1 (stereo not drawn)
(28) Cc1cccc(NS(=O)(=O)c2ccc3c(c2)oc(=O)n3C)c1C
(29) CCSc1nnc(NC(=O)CN2C(=O)N(C)C3(CCCCC3)C2=O)s1
(30) O=C1C2CC=C(Cl)CC2C(=O)N1CN(Cc1ccco1)CN1C(=O)C2CC=C(Cl)CC2C1=O (stereo not drawn)

Assay by compound | 21 | 22 | 23 | 24 | 25 | 26 | 27 | 28 | 29 | 30
EPAC2 antagonist | 3% | 9% | -18% | -15% | -4% | 11% | -3% | -4% | -6% | 30%[activator]
EPAC2 ag | 5% | 3% | 2% | 6% | 9% | 2% | 11% | 8% | 2% | 9%
aSyn rescue | -1% | 5% | -4% | 1% | 3% | 0% | 3% | 8% | -5% | -10%
PTHR1 agonist | -2% | -14%[57.5 µM] | -20% | i | -8% | i | -48%[inhibitor] | i | -17% | i
EPAC1 ag | 5% | -4% | 1% | 15% | 5% | -11% | -1% | -2% | 4% | 3%
FUS suppressor | 10% | 7% | . | 1% | 3% | . | 30% | 14% | 18% | ?
EPAC1 antag | 16% | 2% | -6% | -1% | -7% | 11% | -1% | -10% | -4% | 8%
TDP-43 yeast inh | -9% | -16% | -6% | 0% | -2% | -11% | 18% | -20%[1.82 µM] | 10% | -24%

(31) Cc1nc(C)c(-c2csc(Nc3ccc(O)cc3C)n2)s1
(32) O=C(CN(C(=O)CCC(=O)Nc1nccs1)c1ccc(F)cc1)NCc1ccco1
(33) O=C1NC(c2ccccc2)=CC(c2ccccc2)N1 (stereo not drawn)
(34) CCc1nc(N)c(C#N)c(-c2cccc3ccccc23)c1C
(35) O=C1COc2ccc(C(=O)COC(=O)/C=C/c3ccc(Br)o3)cc2N1
(36) COc1ccc(C(=O)C2CCN(C(=O)c3ccc(OC)cc3)CC2)cc1
(37) Cc1ccc(S(=O)(=O)N2CCCCC2)cc1NC(=O)c1ccc2c(c1)OCO2
(38) Cc1ccc(S(=O)(=O)N(C)C)cc1NC(=O)c1cc(S(=O)(=O)N2CCCCC2)ccc1N1CCOCC1
(39) O=C(Nc1ccc(N2CCOCC2)c(Cl)c1)c1cc2ccccc2o1
(40) CCOc1ccc(NC(=O)CSc2nnc(NC(=O)C3CC3)s2)cc1

Assay by compound | 31 | 32 | 33 | 34 | 35 | 36 | 37 | 38 | 39 | 40
EPAC2 antagonist | 6% | -1% | 4% | 8% | -1% | 7% | 1% | -29% | 1% | 7%
EPAC2 ag | -2% | -7% | 3% | 1% | 7% | 9% | 17% | -4% | 10% | 3%
aSyn rescue | -1% | 0% | 6% | -11% | 0% | 0% | -1% | 0% | 1% | 0%
PTHR1 agonist | -3% | i | i | i | -66%[inhibitor] | -48%[inhibitor] | -11% | i | -23%[57.5 µM] | -10%
EPAC1 ag | -4% | -1% | 2% | -2% | 9% | -5% | 9% | -1% | -1% | -2%
FUS suppressor | 10% | 8% | -3% | 4% | . | 23% | -8% | 29% | 16% | -25%
EPAC1 antag | 9% | -7% | 19% | -6% | ? | 2% | 4% | 1% | -7% | 9%
TDP-43 yeast inh | -14% | -1% | 2% | 1% | -7% | 6% | 12% | 23% | 27% | 21%

(41) COc1ccc(NC(=O)c2ccc(F)cc2)cc1S(=O)(=O)Nc1cc(C)ccc1Br
(42) N[C@@H](Cc1ccccc1)C(=O)N1CCC(C(=O)NCC(=O)Nc2ccc(F)cc2)CC1
(43) O=C(O)c1ccc(N2C(=O)c3ccc(C(=O)c4cccc([N+](=O)[O-])c4)cc3C2=O)cc1
(44) CC(=O)Oc1ccc(C2C3=C(CC(C)(C)CC3=O)Nc3cc4c(cc32)OCCO4)cc1 (stereo not drawn)
(45) O=C(CSc1ncccn1)N1CCN(C(=O)CSc2ncccn2)CC1
(46) CC(C)(O)C#Cc1ccc(CN2CCCC(CNC(=O)c3ccco3)C2)cc1 (stereo not drawn)
(47) Cc1ccc(NC(=S)c2ccccc2)cc1
(48) O=C(CSc1ccc(F)cc1)NCCc1ccc(Cl)cc1

Assay by compound | 41 | 42 | 43 | 44 | 45 | 46 | 47 | 48
EPAC2 antagonist | -8% | 23% | -20% | -3% | -2% | 4% | -6% | -26%
EPAC2 ag | -8% | 16% | -6% | 14% | 2% | 6% | 2% | 0%
aSyn rescue | -2% | -2% | -2% | -2% | 0% | -3% | -2% | 8%
PTHR1 agonist | -30% | i | -44%[inhibitor] | -22% | i | i | -14% | i
EPAC1 ag | 21% | -5% | 2% | 4% | 14% | -18% | 1% | -3%
FUS suppressor | . | 1% | -31% | 8% | . | 17% | -11% | -6%
EPAC1 antag | -5% | 1% | -5% | -28% | -4% | 8% | -1% | ?
TDP-43 yeast inh | 0% | -10% | -2% | -18% | 0% | -1% | 11µM* | ?
